High-throughput results (PubChem)
CAL PDZ FP-1: inhibitors of human CAL PDZ peptide binding; actives 0.02% (n = 330,000); Q9HD26; inhibition, % at 20 µM; AID 504414; purified CAL PDZ, TMR-peptide fluorescence polarization, 1 h;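 active = highest replicate inhibition of at least 40%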;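 note: plate controls were DMSO neutral control wells for no effect and unlabeled competitor peptide control wells for full effect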
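Assay system – tagged CAL PDZ protein CerCALP, purified · Timing – 1 h at RT · Compound – single point, 20 µM · Measured by – fluorescence polarization from S- and P-plane intensities, G-factor corrected · Evaluation – inhibition from polarization loss · Probe or stimulus – TMR reporter peptide T*-PRC34 · Buffer or medium – pH 7.4 phosphate-saline buffer, reducing agent, detergent, IgG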
NSD2 inh: inhibitors of human histone methyltransferase NSD2. AID 743445. inhibition, % at 12.5 µM. O96028. actives 0.54% (n = 310,000). NSD2 peptide methylation, AlphaScreen, 120 min; in the data active = inhibition above about 50%
DAGLB inh: blocks human DAGLB lipase activity | inhibition, % at 5.17 µM | Q8NCG7 | actives 0.059% (n = 340,000) | HEK293T DAGLB membrane lysate, EnzChek fluorogenic substrate | AID 504411; in the data active = inhibition above about 34%;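 note: 0% = enzyme with vehicle and 100% = wells lacking enzyme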
Arrestin-AP2 inh: human beta-arrestin and AP2 interaction inhibition. inhibition, % at 10 µM. AID 504490. FITC-arrestin peptide / GST-AP2 beads, flow cytometry; AP2 beta2 appendage carries R879A mutation. actives 0.31% (n = 340,000);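 active = inhibition above a set limit, near 3 SD of compounds lacking own fluorescence, cut at about 54% in these data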;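 note: plate controls were DMSO wells for no effect and 5 µM unlabelled arrestin peptide for full effect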
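Assay system: GST-AP2 R879A bound to glutathione beads, E. coli-expressed; Medium: PBS with 0.05% Tween 20 and 0.1% BSA; Also added: fluorescein-tagged arrestin peptide at 50 nM final; Timing: 12 min plus 1 h, RT; Measured by: flow cytometry, FL1 (488/535 nm); Evaluation: percent drop in bead-associated FITC signal.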
DSG3 Ab inh: human desmoglein-3 autoantibody binding inhibition | DSG3-coupled beads, scFv-anti-DSG3-GFP binding, flow cytometry; active compounds read low | binding (percent of control), % at 10 µM | actives 0.48% (n = 310,000);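 active = binding more than 3 SD below its plate's average and above zero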;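 note: hits lower antibody fragment binding to DSG3; some compounds called inactive have numbers as strong as hits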
Target sequence (P32926 whole entry, looked up, the tested form may be a part): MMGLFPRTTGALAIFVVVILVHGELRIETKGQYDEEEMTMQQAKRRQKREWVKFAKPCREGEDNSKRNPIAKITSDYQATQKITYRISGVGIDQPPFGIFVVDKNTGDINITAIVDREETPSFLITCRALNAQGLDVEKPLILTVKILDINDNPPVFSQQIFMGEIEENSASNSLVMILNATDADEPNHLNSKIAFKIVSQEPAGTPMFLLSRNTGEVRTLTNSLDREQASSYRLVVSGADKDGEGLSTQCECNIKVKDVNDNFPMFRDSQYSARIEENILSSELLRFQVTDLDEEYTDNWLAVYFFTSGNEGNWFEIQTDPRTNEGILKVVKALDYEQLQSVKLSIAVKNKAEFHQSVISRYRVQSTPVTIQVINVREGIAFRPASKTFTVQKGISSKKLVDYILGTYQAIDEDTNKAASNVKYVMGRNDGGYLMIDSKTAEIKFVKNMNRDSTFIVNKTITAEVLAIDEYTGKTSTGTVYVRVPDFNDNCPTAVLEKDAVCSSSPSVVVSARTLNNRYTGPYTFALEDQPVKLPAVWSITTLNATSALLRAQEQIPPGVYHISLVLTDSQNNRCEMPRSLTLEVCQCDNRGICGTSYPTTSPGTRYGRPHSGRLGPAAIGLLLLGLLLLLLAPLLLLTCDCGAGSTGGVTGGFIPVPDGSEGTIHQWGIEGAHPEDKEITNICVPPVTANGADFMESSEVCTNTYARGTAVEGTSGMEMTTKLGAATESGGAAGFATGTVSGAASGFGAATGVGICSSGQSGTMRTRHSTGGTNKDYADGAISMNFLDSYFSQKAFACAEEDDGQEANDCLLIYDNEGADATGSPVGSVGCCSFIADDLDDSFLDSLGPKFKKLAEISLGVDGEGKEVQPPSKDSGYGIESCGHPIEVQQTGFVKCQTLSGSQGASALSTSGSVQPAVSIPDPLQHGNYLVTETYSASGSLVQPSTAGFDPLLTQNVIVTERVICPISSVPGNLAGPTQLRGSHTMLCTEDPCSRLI
Cardiac RTF inh: cardiac RTF calcium desensitization; P19429+P45379; IANBD-labeled cardiac RTF, Ca2+ fluorescence; inhibition, % at 7.15 µM; actives 0.12% (n = 340,000); AID 493244;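 active = inhibition above the mean inhibition of all tested compounds plus 3 SD, cut at about 17% in these data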;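 note: assay run at fixed EC70 calcium of 1.6 mM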
LANA DNA inh: blocks KSHV LANA C-terminal domain binding to DNA | AID 504423 | MBP-C-LANA/FAM-LBS DNA binding, fluorescence polarization | actives 0.078% (n = 340,000) | inhibition, % at 9 µM;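 active = highest replicate inhibition at or above 60% at 9 µM, even if other replicates fall short; inactive = all replicates below 60% inhibition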;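 note: 0% = neutral control wells and 100% = 4 µM acridine orange control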
V-ATPase pHluor: regulators of yeast V-ATPase proton transport | S. cerevisiae, pHLuorin cytosolic pH fluorescence | response, % at 10 µM | actives 0.37% (n = 350,000) | AID 504577; in the data active = response mostly above about 7.3%, no sharp cut-off; inactive = mostly below about 5.4%; note: actives read high; inactives centre near 0; some compounds called inactive have numbers as strong as hits; reference of the scale not given here
Keap1-Nrf2 PPI: disrupts human Keap1 binding to Nrf2 peptide | Keap1 Kelch-Nrf2 peptide fluorescence polarization, 1536-well | inhibition, % at 9.4 µM | actives 0.15% (n = 340,000); in the data active = inhibition above about 12%;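 note: human Keap1 Kelch domain with fluorescein labeled Nrf2 9mer peptide probe; 0% = neutral control wells and 100% = peptide positive control; higher means more block of Keap1 binding to Nrf2 peptide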
CAL PDZ FP-2: CAL PDZ (human) peptide binding inhibition. Q9HD26. purified CAL PDZ, TMR-peptide fluorescence polarization, 1 h. inhibition, % at 24.9 µM. actives 0.92% (n = 300,000). AID 602252;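 active = mean inhibition of at least 30% with at least half of replicates also reaching 30%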;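 note: 0% = DMSO neutral control and 100% = excess unlabeled competitor peptide PRC23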
Starred values were filed as active, the others as inactive; nt = not tested or not shown.

SMILES	CAL PDZ FP-1	NSD2 inh	DAGLB inh	Arrestin-AP2 inh	DSG3 Ab inh	Cardiac RTF inh	LANA DNA inh	V-ATPase pHluor	Keap1-Nrf2 PPI	CAL PDZ FP-2
CCCN1C2CCCC1CC(NC(=O)c1cccc(Cl)c1)C2 (stereo not given)	nt	22	1	1	100	-5	8.0	-1	4	-2
CCOC(=O)c1[nH]c2cc3c(cc2c1NC(=O)CN1CCN(CCO)CC1)OCO3	0.1	-3	1	18	93	-6	0.2	1	2	8
O=S(=O)(c1ccc2ccccc2c1)N1CCN(C2Cc3ccccc3C2)CC1	1.1	1	-9	-13	107	-11	1.5	-2	-4	-2
Cn1nc(C(=O)Nc2nc3ccccc3[nH]2)c2ccccc2c1=O	-0.2	2	1	22	100	-2	1.2	-1	-2	-1
CC(C)(C)OC(=O)N1CCCC1C(=O)O (stereo not given)	-0.1	2	0	-3	nt	-9	-1.3	1	-2	-8
Cc1ccc(-c2noc(CCC(=O)Nc3ccc4c(c3)OCO4)n2)cc1	0.5	-3	-6	21	96	-11	1.1	15	-1	nt
O=C(CCc1nc2ccccc2[nH]c1=O)OCC(=O)c1ccc(Cl)cc1	-1.7	-4	-1	-3	105	3	0.5	6	-4	-3
CCC1CCc2sc(C(=O)N(C)CC(=O)Nc3ccc(OC)cc3)cc2C1 (stereo not given)	-2.3	-1	-3	-4	98	-8	-0.4	-1	-5	-2
CCOC(=O)C1CCN(C(=O)Nc2ccc(Cl)cc2Cl)CC1	-0.4	-3	-4	-2	100	-9	0.9	-3	-6	3
CC(Sc1nnc(COc2ccccc2)n1-c1ccccc1)C(=O)O (stereo not given)	nt	-2	-2	-7	107	2	-0.5	-3	-4	-2
COc1cc(C2CC(=O)Oc3c(C(CCN4CCN(c5ccccc5)CC4)c4ccc(N(C)C)cc4)c(OC)cc(OC)c32)cc(OC)c1OC (stereo not given)	-0.6	nt	3	2	103	-38	-1.6	-3	0	2
CCOc1ccc(NC(=O)N2CCc3ccccc3C2)cc1	-3.6	1	1	-3	110	2	-2.6	10	-6	-3
O=C(O)c1c(NC(=O)c2cccc3ccccc23)sc2c1CCC2	1.8	8	2	3	104	2	1.2	6	-5	-1
COc1ccc(OCCC(=O)OCC(=O)c2ccc[nH]2)cc1	-0.8	-2	-1	11	93	0	-2.1	7	0	nt
Nc1ccc(Br)c2cccnc12	-1.3	99*	2	-13	123	-1	-0.3	0	1	-1
Cc1ccnc(NC(=O)CS(=O)(=O)Cc2ccccc2)c1	-2.8	nt	1	10	110	5	1.6	3	-2	-6
O=C(Nn1cnnc1)c1ccc(F)c(S(=O)(=O)N2CCCCC2)c1	0.2	nt	-4	5	103	-1	-0.9	-6	-5	3
CC(C)Cn1cc(C(=O)NCC2CCCO2)c2c3ccccc3n(C)c2c1=O (stereo not given)	nt	0	0	26	104	-10	-0.7	-1	4	1
CCC1S/C(=N/N=C/c2ccco2)NC1=O (stereo not given)	-0.7	2	-6	-3	97	12	0.2	-1	-2	nt
O=C(Nc1ncn[nH]1)c1cccc(F)c1	-0.3	nt	2	-2	102	-9	0.6	4	-1	-4
COc1ccc(CC(=O)NCCS(=O)(=O)N2CCN(c3ccccc3OC)CC2)cc1	-2.8	-2	1	8	106	-3	-0.8	2	-1	0
COc1ccc(C(=O)NCC(=O)OCC(=O)Nc2c(C)n(C)n(-c3ccccc3)c2=O)cc1	-0.8	-1	1	-8	95	-7	-1.1	6	4	2
CCCNC(=O)CN1C(=O)NC(CCc2ccccc2)C1=O (stereo not given)	-1.7	-2	-1	34	100	-1	-0.6	1	-1	-2
COc1ccc(Cl)cc1NC(=O)CN(C)C(C)C(=O)NC(=O)NC1CCCCC1 (stereo not given)	-2.0	-9	0	-6	101	-4	0.2	-1	0	-2
O=C(CCCn1c(SCC(=O)c2ccc(F)cc2)nc2ccccc2c1=O)NCc1ccccc1	-1.3	2	0	5	106	-2	0.2	2	-6	1
CCCCOc1ccc(S(=O)(=O)Nc2cc(OC)ccc2OC)cc1	-1.3	-1	-4	7	102	0	-1.8	1	3	0
c1cncc(CSc2nnc3ccc(-c4cccs4)nn23)c1	-1.5	nt	0	-4	96	-3	0.0	-3	0	-8
CC12CCC(c3c(C(=O)Nc4nccs4)nn(-c4ccccc4)c31)C2(C)C (stereo not given)	1.4	-1	-3	0	108	-4	0.8	-1	-6	-2
COc1cccc(Oc2c(C)oc3c(CN4CCCC4)c(O)ccc3c2=O)c1	0.2	-5	0	2	100	-6	0.9	1	-3	-2
O=C(NC(=S)Nc1nc2c(s1)CCCC2)c1ccc(C(=O)c2ccccc2)cc1	-0.1	-3	3	-1	101	8	0.7	6	-2	-2
CC1(C)CC(=O)c2cnc(NC(=O)C3CCCC3)nc2C1	-0.3	-1	0	2	nt	-7	-1.6	0	-3	4
O=C(N/N=C/c1ccccn1)C12CC3CC(CC(C3)C1)C2	-0.1	-2	-2	-3	98	6	1.7	3	-1	-2
Cc1cc(S(=O)(=O)Nc2cccc(C(=O)O)c2)c(C)c(S(=O)(=O)c2ccc(Cl)cc2)c1	0.2	0	4	10	nt	1	1.1	-3	-4	-7
O=C(NCCC(=O)N1CCOCCOCCOCCOCC1)OCc1ccccc1	-0.4	-2	0	10	nt	2	0.2	0	-2	-1
c1ccc(-n2cnc3cc(NCc4ccncc4)ccc32)cc1	0.0	1	2	7	nt	-2	-0.5	4	-1	-3
C#CCOCCOCCOCCNc1nc(N2CCN(C(=O)[C@H](CCC(=O)O)n3cc(C(N)Cc4ccc(O)cc4)nn3)CC2)nc(N2CCN(C(=O)[C@H](CCC(=O)O)n3cc(C(N)[C@H](C)CC)nn3)CC2)n1 (stereo not given in full)	-0.1	nt	2	7	99	-8	1.4	1	-2	-3
NNC(=S)NCc1ccccc1	-1.7	nt	-4	40	97	1	0.6	2	-2	0
CCN(CC)S(=O)(=O)c1cc(NC(=O)CCNC(=O)c2ccco2)ccc1C	0.4	-4	0	19	nt	6	-1.3	0	-9	-2
CCCc1nn2c(=O)cc(CSCC(=O)Nc3cccc(C)c3)nc2s1	-1.9	1	1	-6	nt	4	-1.1	4	-1	-3
COc1cc(C(=O)N2CCN(CC(O)COc3ccccc3)CC2)cc(OC)c1OC (stereo not given)	0.1	-3	-1	15	101	1	-0.7	-2	1	nt
O=C(NCc1cccnc1)c1cc(Sc2cccc(Cl)c2)nc2ccccc12	-1.1	-4	-1	5	105	6	-2.2	-2	2	-2
COC1(OC)N=C(N)C2(C#N)C(c3ccc(F)cc3)C12C#N (stereo not given)	0.4	-1	-2	14	108	7	0.0	1	-1	0
CN(CC1COc2ccccc2O1)C(=O)CCNS(=O)(=O)c1ccc(F)c(Cl)c1 (stereo not given)	nt	1	0	nt	99	nt	nt	0	nt	nt
O=C(COC(=O)c1ccc(C(F)(F)F)cc1)Nc1cccc(S(=O)(=O)N2CCCCC2)c1	-1.2	1	-4	-4	nt	-8	-1.4	-3	-1	-5
Cc1cc([N+](=O)[O-])nn1CCCC(=O)Nc1cc(Cl)ccc1Cl	-2.8	-2	-1	0	91	-3	2.5	-2	-6	9
OC(COc1ccc(F)cc1)CN1CCN(c2ccccc2F)CC1 (stereo not given)	-0.2	0	-5	15	116	-3	-1.6	-3	-4	-1
NC(=O)C1CCN(CC(=O)NC(=O)NC2CCCC2)CC1	0.3	-4	1	3	106	9	0.0	1	-6	-4
CCCn1c(N)c(C(=O)CSc2nnc(N)s2)c(=O)[nH]c1=O	-0.1	2	0	-11	100	-4	2.3	2	2	-3
CCOC(=O)c1cc2c(ccn2C)n1CC(=O)N1CCC(C)CC1	-1.2	-7	1	-2	nt	-12	0.1	2	4	0
CCC(C)(C)NC(=O)C(c1ccc(OC)cc1)N(C(=O)CCC(=O)Nc1cc(C)on1)c1ccc(F)cc1 (stereo not given)	-1.4	4	-2	10	97	-13	-0.8	2	0	-6
CCC(NS(=O)(=O)c1ccc2c(c1)Cc1cc(S(=O)(=O)NC(CC)C(=O)O)ccc1-2)C(=O)O (stereo not given)	nt	2	1	-2	114	-2	-0.2	-2	0	-4
N#CC1=C(S)N=C(N)C(c2nc(-c3ccccc3)cs2)C12CCCC2 (stereo not given)	-1.0	nt	5	-1	104	-4	-1.1	-1	-2	-1

In the list so far, these have an aryl methoxy group.
SMILES	CAL PDZ FP-1	NSD2 inh	DAGLB inh	Arrestin-AP2 inh	DSG3 Ab inh	Cardiac RTF inh	LANA DNA inh	V-ATPase pHluor	Keap1-Nrf2 PPI	CAL PDZ FP-2
CCC1CCc2sc(C(=O)N(C)CC(=O)Nc3ccc(OC)cc3)cc2C1 (stereo not given)	-2.3	-1	-3	-4	98	-8	-0.4	-1	-5	-2
COc1cc(C2CC(=O)Oc3c(C(CCN4CCN(c5ccccc5)CC4)c4ccc(N(C)C)cc4)c(OC)cc(OC)c32)cc(OC)c1OC (stereo not given)	-0.6	nt	3	2	103	-38	-1.6	-3	0	2
COc1ccc(OCCC(=O)OCC(=O)c2ccc[nH]2)cc1	-0.8	-2	-1	11	93	0	-2.1	7	0	nt
COc1ccc(CC(=O)NCCS(=O)(=O)N2CCN(c3ccccc3OC)CC2)cc1	-2.8	-2	1	8	106	-3	-0.8	2	-1	0
COc1ccc(C(=O)NCC(=O)OCC(=O)Nc2c(C)n(C)n(-c3ccccc3)c2=O)cc1	-0.8	-1	1	-8	95	-7	-1.1	6	4	2
COc1ccc(Cl)cc1NC(=O)CN(C)C(C)C(=O)NC(=O)NC1CCCCC1 (stereo not given)	-2.0	-9	0	-6	101	-4	0.2	-1	0	-2
CCCCOc1ccc(S(=O)(=O)Nc2cc(OC)ccc2OC)cc1	-1.3	-1	-4	7	102	0	-1.8	1	3	0
COc1cccc(Oc2c(C)oc3c(CN4CCCC4)c(O)ccc3c2=O)c1	0.2	-5	0	2	100	-6	0.9	1	-3	-2
COc1cc(C(=O)N2CCN(CC(O)COc3ccccc3)CC2)cc(OC)c1OC (stereo not given)	0.1	-3	-1	15	101	1	-0.7	-2	1	nt
CCC(C)(C)NC(=O)C(c1ccc(OC)cc1)N(C(=O)CCC(=O)Nc1cc(C)on1)c1ccc(F)cc1 (stereo not given)	-1.4	4	-2	10	97	-13	-0.8	2	0	-6

A portion of the library; rates above refer to the full screens.
